# PAD4 inh – PAD4 (human) enzyme inhibition; Q9UM07; recombinant PAD4, RCA probe fluorescence polarization; inhibition, % at 6.36 µM; hit rate 0.41% among 330,000;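 active = percent inhibition above a cutoff equal to the mean of all tested compounds plus 3 SD, cut at about 15% in these data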;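 note: 0% = PAD4 with RCA probe and DMSO and 100% = probe without PAD4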
# GLD-1 TGE inh – GLD-1-TGE RNA interaction inhibition (C. elegans). hit rate 0.44% among 320,000. Q17339. purified GLD-1 + fluorescein TGE RNA, fluorescence polarization. inhibition, % at 5.96 µM;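 active = percent inhibition above a per-plate cutoff, the plate mean of test compounds plus 3 SD, cut at about 30% in these data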;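 note: 0% = DMSO wells with GLD-1 and probe and 100% = wells lacking GLD-1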
# Target sequence (Q17339 whole entry, looked up): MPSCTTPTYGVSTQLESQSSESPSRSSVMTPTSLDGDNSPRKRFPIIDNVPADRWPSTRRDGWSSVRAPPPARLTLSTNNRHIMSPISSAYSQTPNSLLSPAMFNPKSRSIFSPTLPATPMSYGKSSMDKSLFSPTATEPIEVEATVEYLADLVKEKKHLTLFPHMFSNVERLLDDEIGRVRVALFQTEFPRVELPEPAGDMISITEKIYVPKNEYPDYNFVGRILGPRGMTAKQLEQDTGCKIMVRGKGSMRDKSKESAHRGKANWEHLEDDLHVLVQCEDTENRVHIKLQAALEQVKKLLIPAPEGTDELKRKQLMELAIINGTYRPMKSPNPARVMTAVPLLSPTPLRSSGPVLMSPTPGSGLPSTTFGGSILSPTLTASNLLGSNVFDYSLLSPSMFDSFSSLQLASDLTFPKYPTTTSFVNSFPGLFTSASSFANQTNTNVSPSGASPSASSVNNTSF
# PME-1 inh – blocks human protein phosphatase methylesterase 1. Q9Y570. recombinant PME-1, FP-Rh probe fluorescence polarization. inhibition, % at 5.9 µM. hit rate 0.53% among 320,000. AID 2130;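 active = inhibition above the campaign mean of all compounds plus 3 SD, cut at about 26% in these data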;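 note: competitive labeling of PME-1 active site by serine hydrolase directed probe; 0% = PME-1 with DMSO and 100% = wells lacking PME-1 enzyme; inhibitors block probe labeling so polarization falls and inhibition rises; many of its hits are not listed in these tables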
# Target sequence (Q9Y570 whole entry, looked up): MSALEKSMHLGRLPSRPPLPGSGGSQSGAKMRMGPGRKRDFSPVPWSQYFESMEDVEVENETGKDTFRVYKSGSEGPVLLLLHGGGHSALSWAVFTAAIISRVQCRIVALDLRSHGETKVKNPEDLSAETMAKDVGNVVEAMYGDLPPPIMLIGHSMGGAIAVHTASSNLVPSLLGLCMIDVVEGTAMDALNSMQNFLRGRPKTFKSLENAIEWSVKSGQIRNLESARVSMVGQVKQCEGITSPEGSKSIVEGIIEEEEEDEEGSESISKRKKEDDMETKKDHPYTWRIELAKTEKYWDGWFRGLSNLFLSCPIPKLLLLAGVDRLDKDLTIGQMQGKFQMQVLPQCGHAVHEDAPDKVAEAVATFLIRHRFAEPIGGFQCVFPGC
# MEX-5 binding – C. elegans MEX-5 TCR-2 RNA binding activity | activity score (negative = inhibition of binding), % at 10 µM | AID 1832 | Q9XUB2 | MEX-5/FITC-TCR2 RNA binding, fluorescence polarization; hits give low values | hit rate 0.38% among 300,000;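 active = inhibition past about -25% in most replicates, and total fluorescence under double the plate's negative control median, limit read from the data; inconclusive = replicates evenly split on the limit, or fluorescence at least double controls; inactive = too little inhibition in most replicates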;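 note: 0% = DMSO and -100% = 5 µM competing unlabeled TCR2 RNA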
# TPT1 inhibitor – blocks Candida albicans tRNA 2'-phosphotransferase. recombinant caTPT1, FP RNA substrate dephosphorylation. inhibition, % at 5 µM. hit rate 0.81% among 300,000. AID 1962;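 active = inhibition above the mean of all tested compounds plus 3 SD, set per screening campaign, cut at about 24% in these data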;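 note: plate controls were DMSO alone for no effect and ferristatin control at 100 nM for full effect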
# MCL1-BIM inh – disrupts human MCL1 binding to BIM-BH3 peptide; GST-MCL1 / FITC-Bim-BH3 fluorescence polarization; Q07820; inhibition, % at 10.9 µM; hit rate 0.68% among 320,000;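 active = inhibition above the mean inhibition of all tested compounds plus 3 SD, set per campaign, cut at about 40% in these data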;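 note: 0% = DMSO wells and 100% = unlabeled Bim-BH3 peptide control; higher means more loss of mP so more displacement of Bim peptide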
# GSTO1 inh – blocks human GSTO1 in RBBP9 counter-screen | P78417 | recombinant GSTO1, activity-based probe fluorescence polarization | inhibition, % at 5.96 µM | hit rate 1.1% among 300,000 | AID 1974;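 active = inhibition above the campaign mean inhibition plus 3 SD, cut at about 35% in these data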;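 note: 0% = GSTO1-1 with DMSO and 100% = wells lacking GSTO1-1 enzyme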
# BCLXL inh – Bcl-xL (human) inhibition. inhibition, % at 10.9 µM. GST-Bcl-xL / FITC-Bim BH3 peptide fluorescence polarization. hit rate 0.7% among 320,000. Q07817;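 active = inhibition above the mean of all tested compounds plus 3 SD, cutoff set per campaign, cut at about 30% in these data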;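 note: 0% = DMSO wells and 100% = unlabeled Bim-BH3 peptide competitor; inhibitors lower millipolarization by displacing the labeled peptide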
# Target sequence (Q07817 whole entry, looked up): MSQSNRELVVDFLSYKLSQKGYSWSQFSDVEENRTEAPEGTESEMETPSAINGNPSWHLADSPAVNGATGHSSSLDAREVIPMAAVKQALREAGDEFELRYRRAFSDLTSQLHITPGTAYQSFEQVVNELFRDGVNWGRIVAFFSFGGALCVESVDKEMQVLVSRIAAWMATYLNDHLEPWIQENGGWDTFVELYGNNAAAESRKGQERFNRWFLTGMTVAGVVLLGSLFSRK
# Fam108B counter – Fam108B inhibition, counter-screen for RBBP9 inhibitors; recombinant Fam108B, FP-Rh probe fluorescence polarization; inhibition, % at 9.51 µM; hit rate 0.33% among 300,000; AID 1947;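 active = inhibition above the screen mean inhibition plus 3 SD, computed separately per campaign, cut at about 18% in these data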;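 note: inhibitors lower polarization as less probe binds the enzyme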
# Starred values were filed as active, the others as inactive; ? = inconclusive; . = not tested or not shown; & = joins results of further samples. An excerpt, so the mix of outcomes need not match the whole.
SMILES,PAD4 inh,GLD-1 TGE inh,PME-1 inh,MEX-5 binding,TPT1 inhibitor,MCL1-BIM inh,GSTO1 inh,BCLXL inh,Fam108B counter
CCOc1ccc(NC(=O)c2oc3ccccc3c2NC(=O)CC)cc1,1.2,6.7,-13.2,-0.6,-1.8,5.4,5.6,0.7,2.4
COc1cc(CCC(=O)NNC(=O)c2cccc(Cl)c2)cc(OC)c1OC,4.2,1.9,2.1,0.3,-5.7,-1.6,-0.8,0.5,1.5
Cc1ccc(O)c(C(=O)c2cnn(-c3ccc(S(=O)(=O)N4CCOCC4)cc3[N+](=O)[O-])c2)c1,-0.3,-1.2,3.5,1.6,0.2,2.6,1.4,4.5,2.8
CCOC(=O)C1(Cc2ccc(OC)cc2)CCN(C(=O)c2sc(C)nc2C)CC1,-2.3,6.5,2.6,2.1,0.6,15.8,-0.4,3.3,3.7
Cc1cc(Br)ccc1OCCn1ccnc1,-1.7,5.5,2.6,0.3,-1.4,6.4,2.9,1.7,4.3
Cc1cccc(OCc2ccc(C(=O)N3CCOCC3)o2)c1,-1.5,-2.1,-2.8,-0.4,3.5,-0.3,-0.5,-0.4,-1.2
O=C(CCN1C(=O)/C(=C/c2ccccc2Cl)SC1=S)NCCCN1CCOCC1,-50.5,7.6,-26.3,-3.4,0.5,16.4,2.1,8.7,1.9
C=CCN(C(=O)c1cccc(S(=O)(=O)N2CCN(C)CC2)c1)c1nc(-c2ccccc2)cs1,-4.7,6.2,-8.8,-1.6,1.9,4.0,-3.8,5.0,2.8
Cc1cc(C(=O)COC(=O)c2cccs2)c(C)n1-c1c(C)n(C)n(-c2ccccc2)c1=O,-4.2,6.5,4.2,-1.2,-1.3,-1.6,17.2,6.8,1.5
O=C(NCc1n[nH]c(=S)n1-c1ccccc1Cl)c1ccc(S(=O)(=O)N2CCCCC2)cc1,2.1,8.4,-5.8,1.5,-0.6,-18.8,4.9,-16.7,1.7
CCCc1cc(=O)n2[nH]c(SCc3ccccc3)nc2n1,1.8,10.4,-5.7,0.9,-4.0,-8.3,-12.9,3.5,1.2
CC(C)OP(=O)(OC(C)C)C(Nc1ccccc1)c1cccc2c1OCO2 (stereo not drawn),-2.7,-3.6,6.8,0.0,2.2,3.1,1.1,0.4,-1.3
CN(Cc1ccc(C(C)(C)C)cc1)C(=O)c1ccc2c(=O)n3c(nc2c1)CCC3,-1.0,6.2,-9.2,-0.4,1.1,-2.1,1.1,1.0,-4.0
O=C(Nc1ccccc1)c1ccc(NCc2cccnc2)c(S(=O)(=O)N2CCOCC2)c1,-3.3,6.0,-2.9,-2.0,-4.4,8.1,0.3,3.3,2.6
O=C(OCC(=O)N1CCCC1)c1ccc(O)cc1,-5.2,-4.7,0.7,0.3,0.5,5.8,6.2,9.8,2.2
COc1cc(-c2cc(=O)c3c(O)c(OC)c(OC)c(O)c3o2)ccc1O,-4.8,6.8,5.6,?,-0.1,13.9,41.5*,4.8,4.8
O=C(COC(=O)c1cccc(S(=O)(=O)N2CCCCC2)c1)NC1CCCc2ccccc21 (stereo not drawn),0.7,8.3,12.8,1.7,-6.8,-6.5,10.8,5.8,-2.0
O=C(CCN1CCN(C/C=C/c2ccccc2)CC1)Nc1cccc(F)c1,3.0,11.1,-0.3,-1.4,-2.7,-1.4,-1.8,0.1,-5.7
Oc1ccccc1C(Nc1nccs1)c1ccc2cccnc2c1O (stereo not drawn),-9.2,-2.4,7.3,-1.2,0.5,6.9,-36.8,1.8,-3.2
O=C(Cn1nc(-c2ccccc2)c2ccccc2c1=O)NCC1CCCO1 (stereo not drawn),-1.8,-2.4,-2.4,-1.6,-2.9,-7.3,-4.1,-2.0,-3.2
Cc1ccc(C)c(NC(=O)CSc2n[nH]c(-c3ccccn3)n2)c1,-5.3,-1.0,5.4,2.1,1.0,3.3,-2.0,-5.0,-1.8
Cc1ccccc1NC(=O)CSc1nc2c(c(=O)n(C)c(=O)n2C)n1C,0.5,1.8,1.9,0.2,-4.3,5.4,12.1,2.1,-0.1
COc1ccc2nc(NC(=O)CSc3nccc(C)n3)sc2c1,-4.6,-4.1,2.0,-1.1,-5.1,4.6,-6.8,4.4,0.1
Cc1cc(Nc2ccc(F)cc2Cl)n2ncnc2n1,-1.3,7.2,-7.6,-3.2,-2.8,-6.8,-5.2,0.7,-1.1
CCOC(=O)c1cnc(SCc2nc(N)nc(Nc3ccc(C)cc3)n2)nc1N,1.0,2.9,-31.2,1.0,1.5,3.7,-8.6,4.9,-8.5
CCOC(=O)c1cc2sccc2n1CC(=O)N1CCc2ccccc21,1.1,0.9,-6.4,0.5,-0.7,6.8,2.6,2.8,-5.8
O=C(NCCC1=CCCCC1)c1cc(COc2c(F)cccc2F)on1,1.0,0.6,3.1,0.7,-2.3,6.6,-0.4,6.0,1.0
Cn1cnnc1SCC(=O)Nc1ccccc1Oc1ccccc1,0.6,-4.1,-7.0,0.4,1.9,3.1,32.2,3.9,-0.5
CCc1nnc(NC(=O)CSc2nnc(-c3ccoc3C)n2-c2ccccc2)s1,-2.5,1.2,-3.7,4.7,-9.3,-2.1,-0.6,-3.5,-3.2
CCOc1ccc(N2C(=O)CC(N3CCN(c4ccc(Cl)cc4)CC3)C2=O)cc1 (stereo not drawn),-0.1,0.8,5.5,0.8,0.2,3.7,2.3,3.7,2.2
CCOC(=O)N1CCN(C(=O)c2ccc3nc(SCc4ccc(F)cc4)n(C)c3c2)CC1,-4.5,2.4,-4.3,-2.8,-3.8,4.0,-18.7,-0.8,1.1
Cc1c(C(=O)N(Cc2ccc(F)cc2)C2CCS(=O)(=O)C2)oc2ccccc12 (stereo not drawn),-2.1,-13.2,1.7,0.6,-1.7,-4.7,-0.5,6.0,0.0
CC(=O)N1CCN(c2ccc(NCc3ccc(C)cc3)cc2)CC1,3.3,-0.9,-0.6,-1.6,-2.2,13.9,5.2,18.7,-0.5
Cc1[nH]ccc(=O)c1Oc1ncc(C(F)(F)F)cc1Cl,0.2,4.5,5.1,0.8,-0.3,1.3,-1.5,4.5,-0.8
CC(=O)Nc1ccc(S(=O)(=O)NCC(=O)OCC(=O)NNC(=O)c2ccccc2)cc1,2.3,-6.2,-1.1,.,.,1.9,.,4.9,.
C=CCn1c(COc2ccccc2)nnc1SCC(=O)O,1.5,2.8,3.3,1.9,-3.9,-3.1,5.6,-2.6,3.2
C/C(=N\NC(=O)CSCc1ccc(Cl)cc1)c1ccc2c(c1)OCCO2,0.1,0.0,-2.7,2.5,0.1,1.0,-9.5,-2.2,0.4
O=C(NNC(=O)c1ccc(Cl)cc1Cl)c1cnccn1,-3.5,3.3,-4.4,-2.9,0.7,-0.7,10.3,1.2,1.3
Cn1ccnc1C(O)c1cc(C(C)(C)C)c(O)c(C(C)(C)C)c1 (stereo not drawn),-5.3,-3.8,-3.2,0.1,2.3,6.3,11.4,6.5,3.6
O=C(COC(=O)C1CCN(c2ccc(C(F)(F)F)cn2)CC1)c1ccc(Cl)cc1,4.3,3.3,-5.9,2.8,-2.5,-5.0,4.6,-5.4,-3.5
Cc1nn(C(=O)c2ccoc2C)c(N)c1-c1ccccc1,17.4*,126.1*,6.8,3.0,-7.2,193.2*,2.6,173.1*,-7.0
NS(=O)(=O)c1ccc(-c2ccc(/C=C3\C(=O)Nc4ccccc43)o2)cc1,-1.6,-13.0,4.3,-7.3,3.7,-0.3,3.1,4.8,-2.0
Cc1cc(NC(=O)c2cc([N+](=O)[O-])cc([N+](=O)[O-])c2)n(-c2ccccc2)n1,-8.1,2.5,1.2,1.1,0.7,-0.8,0.7,0.9,3.6
COc1ccc(C(=O)NCC(c2cccnc2)N2CCN(c3ccccc3)CC2)cc1OC (stereo not drawn),0.3,-2.4,-4.1,-2.5,-0.4,3.6,-1.6,1.2,-0.3
O=C(O)CNC(=O)c1cccc(C(F)(F)F)c1,0.6,-14.6,-0.2,2.0,-2.0,-4.7,0.2,-1.7,0.4
CC(=O)Nc1ccc([N+](=O)[O-])cn1,-1.4,3.8,-2.5,0.2,-4.9,-0.2,4.3,4.6,7.5
CCCC1Cc2[nH]c(=O)c(C#N)cc2CO1 (stereo not drawn),0.7,3.2,-5.4,-2.4,-2.0,6.4,9.2,4.3,0.3
CCOC(=O)N1CCN(C(=O)c2ccccc2N(Cc2ccccc2)S(=O)(=O)c2ccc(OC)cc2)CC1,-4.4,5.3,-0.6,0.2,1.6,-3.2,1.2,-5.6,-2.3
CC(C)N1CCC(N2CCN(C/C=C/c3ccccc3)CC2CCO)CC1 (stereo not drawn),-2.1,-1.4,-0.8,-2.8,-0.3,3.7,-5.2,6.2,-3.2
O=C(CCN1CCN(c2ccccc2)CC1)N/N=C/c1ccccc1O,-4.4,-4.3,6.9,3.7,-0.1,-2.6,-5.0,3.0,1.6
COc1ccc(CCNC(=O)c2c(C)nn(-c3ccccc3)c2Cl)cc1,0.3,6.6,-3.5,3.1,-3.5,4.7,-2.7,1.8,2.1
Oc1ccc(Cl)cc1C=Nc1ccc(Br)cc1,4.0,7.5,-1.5,-0.1,-4.6,8.9,-0.3,2.3,-1.4
C[C@]12CCC(=O)C[C@@H]1CC[C@@H]1[C@@H]2CC[C@]2(C)[C@@H](C(=O)COC(=O)CCC(=O)O)CC[C@@H]12,4.0&4.9,2.9&1.4,4.3&-1.5,-0.5&-2.5,0.3&-4.8,-7.1&3.7,-4.2&-0.9,-1.4&-0.1,-2.9&5.7
O=C(NCC(=O)N1CCN(c2ccccc2)CC1)c1ccco1,4.8,2.1,2.1,0.4,-1.4,-2.6,2.4,3.3,0.7
O=C(CCCN1C(=O)C(c2ccccc2)Oc2cccnc21)Nc1ccccc1Cl (stereo not drawn),4.2,0.8,-2.7,2.9,-1.5,2.5,3.9,2.9,2.4
Cc1cc(-c2n[nH]c(=S)o2)c(C)n1-c1ccccc1,-3.7,-5.6,-5.9,-1.1,1.7,-10.4,4.5,-26.5,8.2
CCSc1nnc(CCNC(=O)OC(C)(C)C)o1,-4.1,8.6,0.2,-0.1,1.5,4.1,1.0,1.9,2.4
COc1ccc(S(=O)(=O)c2cnc3ccccc3n2)cc1,-5.1,-2.1,-2.0,1.9,1.3,-7.3,-5.6,-1.2,-8.3
O=C(O)C[C@H]1c2cc(F)ccc2S(=O)(=O)N1C1CCCC1,-3.0,5.2,-3.2,-0.2,1.7,0.1,3.1,-0.3,0.0
CCN(c1ccccc1)S(=O)(=O)c1cc(C(=O)Nc2ccc(F)c(F)c2)ccc1F,-3.2,2.8,-51.9,-1.1,-1.1,0.9,-15.6,-2.1,-40.7
COc1ccc(COc2cc(-c3cccc(OC)c3)nc3ccc(NC(=O)c4ccc(N(C)C)cc4)cc23)cc1,-8.2,5.4,-27.5,4.0,-1.6,2.0,-25.2,4.5,-15.4
CC1=C(C(N)=O)C(c2ccc(C)o2)C(C(N)=O)=C(C)N1,-0.6,13.8,-1.8,-4.3,-10.2,19.6,6.1,18.7,-2.2
CCN(CC)C(=O)CN1C(=O)C2(OCC(C)(C)CO2)c2ccccc21,-0.4,-3.0,-2.2,.,.,-5.8,.,-0.2,.

# Source: PubChem BioAssay (several laboratories)
